Compound activity (PubChem BioAssay)
eIF4E-4G inh = eIF4E/eIF4G interaction inhibition in translation initiation | inhibition, % at 21.7 µM | AID 782 | hit rate 0.37% among 220,000 | TR-FRET eIF4E-eIF4GI(517-606) binding, 2 h | P63073+Q04637;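 active means inhibition above about 30%, limit read from the data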;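 further: 0% = full FRET control wells and 100% = background wells lacking eIF4GI fragment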
EP2 modulator = EP2 receptor (human) modulation. P43116. EP2-expressing cells, cAMP HTRF FRET, PGE2 co-stimulation. induction, % at 25 µM. hit rate 0.83% among 260,000. AID 940;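 active means compounds whose cAMP rise, as percent of the full-agonist control response, exceeds 60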;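 further: rat C6 glioma line stably carrying human EP2 under a CMV promoter; the protocol text gives 20 µM as final concentration; 100% = response of wells given 1 µM PGE2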
Target sequence (P43116 whole entry, looked up): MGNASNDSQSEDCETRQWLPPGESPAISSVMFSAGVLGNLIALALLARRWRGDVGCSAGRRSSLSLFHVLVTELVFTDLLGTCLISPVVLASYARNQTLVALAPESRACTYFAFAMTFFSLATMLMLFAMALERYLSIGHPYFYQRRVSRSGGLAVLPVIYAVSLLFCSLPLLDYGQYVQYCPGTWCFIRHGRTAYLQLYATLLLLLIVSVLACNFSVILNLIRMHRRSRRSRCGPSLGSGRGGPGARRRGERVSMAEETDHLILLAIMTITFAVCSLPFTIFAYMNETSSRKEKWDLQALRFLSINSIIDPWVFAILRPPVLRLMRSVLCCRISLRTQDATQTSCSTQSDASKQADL
14-3-3 Bad PPI = disrupts binding of bovine 14-3-3 zeta to phospho-Bad peptide; P63103; TR-FRET 14-3-3zeta/Dy647-pBad peptide displacement, 1 h; inhibition, % at 21.7 µM; hit rate 0.71% among 220,000;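 active means inhibition above about 70%, limit read from the data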;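 further: 0% = full 14-3-3 plus peptide FRET controls and 100% = background without 14-3-3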
PGE2 EP2 inh = EP2 receptor (human) inhibition | hit rate 0.52% among 260,000 | inhibition, % at 25 µM | C6 glioma cells expressing human EP2, cAMP TR-FRET; cells stimulated with saturating PGE2 | P43116;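 active means percent inhibition above 40 after rounding to a whole number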;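 further: rat C6 glioma host cells with rolipram phosphodiesterase inhibitor present; the protocol text gives 20 µM as final concentration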
zVAD death inh = blocks zVAD induced death of L929 cells; viability rescue, % at 10 µM; L929 zVAD necroptosis rescue, ATP luminescence, 24 h; with zVAD 60 µM; hit rate 0.38% among 220,000;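 active means activation, scaled between plate controls, above about 75%, limit read from the data; inactive means activation under that limit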;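 further: 0% = zVAD with DMSO and 100% = DMSO alone without zVAD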
Rad51 HR inh = blocks human Rad51 in homologous recombination; hit rate 0.085% among 200,000; hRad51 DNA strand exchange, fluorescence dequenching; inhibition, % at 10 µM; Q06609; AID 1385;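 active means inhibition above 40% at the single screening dose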;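 further: 0% = DMSO control wells and 100% = blanks with heterologous ssDNA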
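material = hRad51 filaments on single-stranded DNA | reagent = Donor/quencher-labelled 47-bp dsDNA substrate | compound = 10 µM final, single point | schedule = strand-exchange reaction 15 min at room temperature | measured by = fluorescein emission 520 nm, excitation 485 nm | read-out basis = % inhibition versus plate control and blank means | benchmarks = plate controls and plate blanks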
Hck Nef HTS = inhibitors of human Hck kinase activated by Nef; P08631; hit rate 0.68% among 220,000; AID 463187; inhibition, % at 20 µM; Recombinant Hck-YEEI plus Nef, Z-Lyte FRET kinase assay;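 active means Hck-Nef kinase inhibition above about 50%, limit read from the data; inactive means inhibition below that limit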;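 further: 0% = DMSO with Hck plus Nef and 100% = Hck alone without Nef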
Target sequence (P08631 whole entry, looked up): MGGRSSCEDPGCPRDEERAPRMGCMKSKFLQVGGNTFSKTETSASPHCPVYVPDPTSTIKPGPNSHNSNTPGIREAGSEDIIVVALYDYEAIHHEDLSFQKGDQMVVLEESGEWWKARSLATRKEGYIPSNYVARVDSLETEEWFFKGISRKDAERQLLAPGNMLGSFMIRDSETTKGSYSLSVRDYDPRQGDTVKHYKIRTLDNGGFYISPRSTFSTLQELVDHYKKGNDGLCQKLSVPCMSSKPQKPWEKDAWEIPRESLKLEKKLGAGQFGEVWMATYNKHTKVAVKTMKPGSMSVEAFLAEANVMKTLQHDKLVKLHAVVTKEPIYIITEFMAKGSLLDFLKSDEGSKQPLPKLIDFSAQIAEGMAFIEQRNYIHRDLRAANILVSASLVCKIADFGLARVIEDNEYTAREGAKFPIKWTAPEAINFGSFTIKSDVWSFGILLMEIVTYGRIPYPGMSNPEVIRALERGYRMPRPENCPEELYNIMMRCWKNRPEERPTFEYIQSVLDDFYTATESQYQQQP
TbHK1 inh = blocks Trypanosoma brucei hexokinase 1 activity. recombinant TbHK1, G6PDH-coupled NADH A340. inhibition, % at 10 µM. hit rate 0.11% among 220,000. AID 1430;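 active means inhibition of 50% or more in the single-dose primary screen; inactive means inhibition below 50%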
Calpain2 inh = inhibitors of pig calpain II. purified calpain II, fluorogenic peptide substrate, 30 min. inhibition, % at 16 µM. hit rate 0.37% among 220,000;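 active means inhibition above about 50%, limit read from the data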
* = called active by the depositor; nt = no result given; & = joins results of further samples; [ ] = another dose, or the depositor's remark.

SMILES | eIF4E-4G inh | EP2 modulator | 14-3-3 Bad PPI | PGE2 EP2 inh | zVAD death inh | Rad51 HR inh | Hck Nef HTS | TbHK1 inh | Calpain2 inh
O=[N+]([O-])c1ccc(COc2cccc(CNc3ccc(Br)cc3)c2)cc1 | 4[fluorescence artefact?] | -9 | -3 | 3 | 0.3 | -4 | 2 | -2 | 23
CCOC(=O)N1CCC(NC(=O)CS(=O)(=O)Cc2nc(-c3cccc(OC)c3)oc2C)CC1 | 4 | 3 | 0 | 4 | -0.4 | 1 | 2 | 36 | -21
COc1ccc(CCN(C)C(=O)CN2C(=O)c3ccccc3S2(=O)=O)cc1OC | -8[fluorescence artefact?] | 33 | -36[fluorescence artefact?] | 15 | -0.1 | -4 | -1 | -2 | -22
COc1cc(-c2n[nH]c(=S)n2-c2cccc(C(F)(F)F)c2)cc(OC)c1OC | -5 | 18 | -12 | 10 | 1.0 | 8 | 7 | 34 | -12
CS(=O)(=O)N(CC(=O)N1CCc2ccccc2C1)Cc1ccc(Cl)cc1 | 2[fluorescence artefact?] | -2 | 15[fluorescence artefact?] | 8 | 1.0 | 1 | 0 | -16 | -10
CCN1CCN(/C=N/c2nc3c(s2)CCCC3)CC1 | 0 | 19 | -8 | 29 | 0.0 | -1 | 3 | -11 | 22
CC(=NCc1cccc(Cl)c1)c1nc(-c2ccco2)oc1O | 2 | -68 | -2 | 12 | 0.3 | -23 | -3 | -28 | 18
Cc1nc2ccc(NC(=O)N3CCSCC3)cc2s1 | 1 | -3 | 4 | 17 | 0.2 | 0 | -2 | -4 | -29
CCN1C(=O)CSc2ccc(C(=O)NCc3ccccc3OC)cc21 | -22 | -36 | 5 | 6 | 0.0 | -7 | 2 | 0 | 20
CCCCc1nc(NCCN2CCOCC2)c(C#N)c2c1COC(C)(C)C2 | 1 | 28 | -3[fluorescence artefact?] | 15 | -0.5 | 2 | -9 | -14 | -15
CC1CCN(C(=O)c2ccc(NC(=O)C3CCCO3)cc2)CC1 (stereo not given) | 1 | 6 | 3 | 8 | -1.4 | -2 | -8 | 2 | -4
Clc1ccccc1C1=Nn2c(nnc2-c2ccco2)SC1 | -3 | 48 | -1 | 12 | 0.7 | 11 | 27 | -10 | -8
CCN1C(=O)C(O)(CC(=O)c2c(C)coc2C)c2ccccc21 (stereo not given) | 0 | -7 | -3 | 2 | -0.7 | nt | 14 | 3 | 2
CCOC(=O)CC(=O)Nc1ccc(C(=O)OCC)cc1 | -9[fluorescence artefact?] | 10 | -2[fluorescence artefact?] | 17 | -0.5 | -13 | -3 | 3 | -25
CCC(=O)NC(=S)Nc1ccc(NC(=O)c2ccco2)cc1 | 4 | -60 | -11 | 7 | -1.8 | -4 | 18 | -3 | 25
Cc1cc(OCCOc2cccc3cccnc23)cc(C)c1Cl | nt | -28 | nt | 17 | 0.3 | 9 | -2 | 1 | -17
COc1ccc(Cl)cc1C(=O)N1CCN(c2ccccn2)CC1 | 0 | 14 | 15 | 18 | -0.1 | -1 | 1 | 0 | -22
Cc1nc2sc(C(c3ccccc3)N3CCN(C)CC3)c(O)n2n1 (stereo not given) | -20 | 26 | -5 | 5 | 0.2 | 5 | 21 | -10 | -20
Cc1ccc(N=C2NC(=O)CS2)cc1 | -2 | 27 | -12 | 5 | -0.4 | -7 | 6 | 1 | 4
Cc1ccc(C)c(C2=CSC3=NS(=O)(=O)CCN23)c1 | -4 | -6 | 0 | 8 | 0.1 | 10 | 0 | -2 | 10
CC(C)COP(=O)(c1ccc(N(C)C)cc1)C(O)c1ccccc1F (stereo not given) | 0 | 34 | 0 | 1 | -0.2 | -3 | 3 | -3 | -98
Cc1cccc(C)c1NC(=O)C1c2cccc[n+]2CC(=O)N1Cc1ccc2c(c1)OCO2 (stereo not given) | 14 | 3 | 24 | 4 | -0.8 | 0 | 13 | 13 | 7
c1ccc(CCn2nnnc2C(c2cccs2)N2CCOCC2)cc1 (stereo not given) | 0 | -3&-17 | -2 | 7&19 | nt | -2 | nt | nt | -12
Cc1cc2cc(CNC(=O)c3ccc(S(=O)(=O)N4CCCC4)cc3)ccc2n1C | -6[fluorescence artefact?] | -9 | -5[fluorescence artefact?] | 7 | -0.1 | -2 | 2 | -18 | -17
COc1ccc2c(c1)c1nc(SCC(C)C)n(CCO)c(=O)c1n2C | -1 | 8 | 11 | 8 | 2.3 | 0 | 5 | -5 | -33
The list continues.
SMILES | eIF4E-4G inh | EP2 modulator | 14-3-3 Bad PPI | PGE2 EP2 inh | zVAD death inh | Rad51 HR inh | Hck Nef HTS | TbHK1 inh | Calpain2 inh
COC(=O)c1cn(C(=O)c2ccccc2)c2ccccc12 | -3 | 47 | -11 | 3 | 2.7 | 7 | 19 | -3 | 3
Cc1ccccc1N1CCN(C(=S)c2ccc([N+](=O)[O-])cc2)CC1 | 20 | 10 | -8 | 5 | 1.3 | 0 | 9 | 5 | 1
CC(Sc1nnnn1C)C(=O)Nc1ccccc1-c1ccccc1 (stereo not given) | -3 | -6 | 3 | 9 | 0.1 | -5 | 0 | -2 | 15
CCOC(=O)c1cn(Cc2ccc(C)cc2)nn1 | 11 | 6 | -2 | 0 | -0.8 | 29 | 0 | -6 | 14
N#Cc1c(SCC(=O)N2CCOCC2)nsc1SCC(=O)N1CCOCC1 | 1 | 14 | 8 | 9 | -0.9 | 3 | 1 | 6 | 6
O=C(NC(=S)Nc1ccc(NC(=O)c2ccco2)cc1)c1ccccc1 | -3 | -20 | -10 | 2 | 1.0 | 6 | 0 | -6 | 1
CN(CC(=O)Nc1ccc(Cl)cc1)c1ccc(S(=O)(=O)N2CCCCC2)cc1[N+](=O)[O-] | 0[fluorescence artefact?] | 0 | -7 | 6 | 3.6 | -4 | 3 | 2 | -1
N/C(=N\S(=O)(=O)c1cccs1)c1ccccc1 | -8 | 12 | 0[fluorescence artefact?] | 2 | -0.7 | 7 | 9 | 3 | 15
CC(C)C(=O)NN(C(=O)C(C)C)c1nc2ccccc2s1 | 1 | 45 | 0 | 8 | 0.1 | nt | 17 | -16 | -17
Cc1ccc2c(c1)nnn2C1CCN(C(=O)C23CC4CC(CC(C4)C2)C3)CC1 | 1 | 2 | -6[fluorescence artefact?] | 1 | 0.4 | -1 | 2 | 3 | 7
Cc1nn(C(=O)c2c([N+](=O)[O-])cnn2C)c(C)c1Cl | 0[fluorescence artefact?] | 32 | -1 | 9 | -0.2 | 3 | 7 | 2 | 15
CCCC(=O)Nc1nc(C)c(-c2csc(Nc3ccccc3OC)n2)s1 | -1 | 29 | 38[fluorescence artefact?] | 7 | 20 | 2 | -1 | -10 | -37
Clc1ccc(Nc2c3c(nc4ncnn24)CCC3)cc1 | -3 | -11 | 4 | 6 | -0.3 | -2 | 21 | -5 | -7
Cc1cc(C)n(-c2nc3c(c(=O)[nH]c(=O)n3C)n2C(C)C)n1 | -6[fluorescence artefact?] | 14 | -2 | 9 | 0.0 | -13 | 2 | 7 | -28
Cc1cc(C)cc(-n2cc(C(=O)O)c(=O)cc2C)c1 | 5 | -4 | 4 | 12 | 1.8 | -4 | 25 | -3 | 1
COc1ccc2c3c(cccc13)OCC2=O | 1 | -15 | 3 | 12 | 1.2 | -8 | 6 | -3 | -56
CCOC(=O)c1c(C=O)c2ccccc2n1CC | -1 | 4 | -4 | 4 | 5.6 | 8 | 26 | -9 | 3
COc1cccc(NC(=O)c2cn(C)c(=O)c3cc(OC)c(OC)cc23)c1 | 0 | 8 | -9 | 7 | 1.5 | 6 | -4 | -14 | -24
O=C(c1cc2cc(Br)ccc2oc1=O)N1CCCC1 | -11 | -9 | 6 | 7 | -0.7 | -1 | -2 | -18 | -13
Cc1cccn2c(CN3CCCN(C=O)CC3)c(C(=O)N(C)CCc3ccccc3)nc12 | 3 | -10 | -5 | 3 | -1.0 | 2 | -6 | 1 | 13
Cc1ccc(CNC(=O)C2CC3Cn4c(nc5cc6ccccc6cc54)C3N2C)o1 (stereo not given) | 0 | 14 | -1 | 8 | 0.1 | 1 | 28 | -15 | -30
CCCNC(=O)c1ccc2c(c1)CCN2S(C)(=O)=O | 0 | 7 | -12 | 0 | 0.0 | 24 | 3 | 1 | 2
Cc1[nH]c(=S)c(C#N)c(C)c1Cc1ccc(Cl)cc1Cl | 1 | 2 | -5 | 7 | -0.2 | 15 | 6 | 6 | 31
O=C(N/N=C/c1cc(Cl)cc(Cl)c1O)c1ccncc1 | 1 | -17 | -11 | 4 | 2.2 | -417 | -74 | -6 | 1
Cc1ccc2oc(=O)c(/C=C(\O)CC(C)C)nc2c1 | 3[fluorescence artefact?] | 36 | 7 | 11 | 0.3 | -2 | 5 | -1 | -14
Additional results.
SMILES | eIF4E-4G inh | EP2 modulator | 14-3-3 Bad PPI | PGE2 EP2 inh | zVAD death inh | Rad51 HR inh | Hck Nef HTS | TbHK1 inh | Calpain2 inh
Cc1c(Cl)cccc1NC(=O)C(=O)NNC(=O)c1ccccc1F | 1 | -27 | -9 | 4 | 2.3 | -1 | 2 | -11 | -9
Cc1ccc(-c2n[nH]c(=S)n2/N=C/c2ccncc2)cc1 | 8 | 15 | -7 | 6 | 5.8 | -12 | 22 | 0 | -22
CCOC(=S)NC(=O)c1sc2ccccc2c1Cl | 2 | 39 | -3 | 7 | 0.1 | -3 | 2 | -1 | 6
CC1CCc2sc(C(=O)OCC(=O)NCc3ccc(F)cc3)cc2C1 (stereo not given) | -6[fluorescence artefact?] | 7 | 4 | 3 | 2.1 | 1 | 1 | 0 | 26
CC(C)(C)c1ccc(/C=C2\SC(=O)N=C2N)cc1 | 3 | 23 | 1 | 16 | 22 | -2 | 8 | -14 | -22
Cc1cc(C)cc(NS(=O)(=O)c2cnc(Cl)c(Cl)c2)c1 | -2 | 9 | 0 | 18 | -0.8 | 7 | 2 | -7 | 12
Cc1ccc(CSc2nnc(-c3ccncc3)n2C)cc1 | 5 | 14 | 2 | 10 | -0.4 | 1 | -6 | -1 | -29
CCN(CC)C(=O)c1c[nH]c2ccc(S(=O)(=O)Nc3cc(C)cc(C)c3)cc2c1=O | 11 | 33 | 51 | nt | 3.0 | nt | 5 | -11 | -18
CC(C)C(c1nnnn1Cc1ccc(F)cc1)N1CCN(C2CCCC2)CC1 (stereo not given) | 2 | -15 | -8 | 7 | 0.3 | 6 | 24 | 2 | 4
COc1ccc(OCCSc2nnc(-c3ccccc3)n2N)cc1 | -2 | 9&-98 | 1 | 17&8 | 0.8 | -2 | 0 | 6 | -6
COc1ccc(C(=O)NCC(=O)OCc2csc(-c3ccccc3)n2)cc1 | 13 | -24 | -6[fluorescence artefact?] | 2 | 0.8 | -7 | 1 | -7 | 5
O=S(=O)(NCc1cccs1)c1cccc2cccnc12 | 1 | 2 | 15 | 9 | 0.9 | 1 | 1 | 7 | 0
Cc1c(Cl)cccc1NC(=O)Cn1c(-c2ccc(F)cc2)noc1=O | -2 | -27 | -12 | 6 | -0.8 | 14 | 13 | -3 | -14
Cc1cccc(C(=O)O/N=C/c2ccc(Br)cc2)c1 | 0 | 20 | -7 | 9 | 2.9 | -2 | 24 | 0 | 0

4 entries picked at random from the list so far:
SMILES | eIF4E-4G inh | EP2 modulator | 14-3-3 Bad PPI | PGE2 EP2 inh | zVAD death inh | Rad51 HR inh | Hck Nef HTS | TbHK1 inh | Calpain2 inh
Cc1ccc(CSc2nnc(-c3ccncc3)n2C)cc1 | 5 | 14 | 2 | 10 | -0.4 | 1 | -6 | -1 | -29
COc1ccc(OCCSc2nnc(-c3ccccc3)n2N)cc1 | -2 | 9&-98 | 1 | 17&8 | 0.8 | -2 | 0 | 6 | -6
O=S(=O)(NCc1cccs1)c1cccc2cccnc12 | 1 | 2 | 15 | 9 | 0.9 | 1 | 1 | 7 | 0
Cc1c(Cl)cccc1NC(=O)Cn1c(-c2ccc(F)cc2)noc1=O | -2 | -27 | -12 | 6 | -0.8 | 14 | 13 | -3 | -14

This is a subset (hit frequency here may not be typical).
